Compound activity: PubChem, several laboratories
HEK293 NOD2/NF-kB: inhibition of NOD2-driven NF-kB reporter – cell-based, luminescence, uHTS, HEK293 (AID 1566); actives 0.63% (n = 290,000); inhibition, % at 4 µM; hits with a dose series show EC50 in µM; HEK293 NOD2/NF-kB luciferase reporter, luminescence; higher % means a stronger effect; also: many of its hits are not listed in these tables
Myeloid diff 2: myeloid differentiation induction | calls only at 10 µM | ER-HoxA9 myeloid progenitors, lysozyme-GFP differentiation, flow cytometry | AID 624256 | actives 1% (n = 360,000);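 active = normalized GFP-positive differentiation at or above the plate's own cutoff, the solvent-only control mean plus 3 SD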;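 also: cells exposed to compound for four days before flow analysis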
T cell modulator: T cell immune modulation candidate | AID 2052 | 2C CD8+ T cell-vesicle binding, flow cytometry; active compounds read low | calls only at 7 µM | actives 0.068% (n = 330,000);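 active = response, share of CD8 T cells binding vesicles, and their 90th percentile fluorescence all below set limits, cut at about 80% in these data, passing the limit was not always enough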
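Assay system – 2C mouse CD8+ T cells · Also added – QL9-loaded Drosophila micro-vesicles · Timing – Cell–vesicle co-incubation 1.5 h at 37 °C, staining 20 min on ice · Signal – flow cytometry of vesicle-bound cells · Measure – percent CD8+ FL2 mean versus row control · Controls – Peptide-free naked vesicles (low) and QL9 vesicles with 0.7% DMSO vehicle (high)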
KOR beta-arrestin-1: KOR antagonists, beta-arrestin recruitment, cell-based, luminescence, uHTS (AID 1778); actives 0.091% (n = 290,000); inhibition, % at 10 µM; hits with a dose series show IC50 in µM; KOR beta-arrestin recruitment, luminescence, antagonist mode; higher % means a stronger effect; also: strong numbers were not always called active
KOR beta-arrestin-2: KOR agonists, beta-arrestin recruitment, primary screen, cell-based, luminescence, uHTS (AID 1777); KOR beta-arrestin recruitment, luminescence; higher % means a stronger effect; activation, % at 10 µM, or EC50 in µM where a hit was titrated; actives 0.02% (n = 280,000); in the data active = activation above about 50%, passing the limit was not always enough; also: a part of the inactive calls stands beside numbers as strong as those of hits
NOD1 NF-kB reporter: NOD1 signaling inhibitors, primary screen, cell-based, luminescence, uHTS (AID 1578) | NOD1-driven NF-kB luciferase reporter cells, luminescence; higher % means a stronger effect | inhibition, % at 4 µM; hits with a dose series show EC50 in µM | actives 1% (n = 290,000); in the data active = inhibition mostly above about 36%, no sharp cut-off; inactive = mostly below about 34%;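 also: HEK-293T reporter cells stimulated with the NOD1 agonist gamma-tri-DAP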
GPR55 beta-arrestin: selective activators of receptor GPR55 – imaging, U2OS cells, beta-arrestin-GFP redistribution, primary screen (AID 1961); U2OS GPR55 beta-arrestin-GFP redistribution imaging; higher % means a stronger effect; activation, % at 10 µM; hits with a dose series show EC50 in µM; actives 0.048% (n = 290,000);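 active = activation above 40% with more than 50 cells counted in the well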;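 also: U2OS osteosarcoma cells stably expressing GPR55 and beta-arrestin-GFP; plate controls were DMSO negative control for no effect and LPI positive control for full effect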
GPR55 LPI antagonism: inhibition of LPI-stimulated GPR55 beta-arrestin translocation – imaging, U2OS, beta-arrestin-GFP, LPI agonist, primary screen (AID 2013); actives 0.13% (n = 290,000); inhibition, % at 10 µM, or IC50 in µM where a hit was titrated; U2OS GPR55 beta-arrestin-GFP translocation imaging, LPI antagonism; higher % means a stronger effect;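 active = spots per cell inhibited over 60%, with over 100 cells counted and total cytoplasm intensity under 500,000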;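 also: U2OS cells stably carrying GPR55 and arrestin-GFP stimulated by 5 µM LPI near EC80; imaged beta-arrestin-GFP aggregate spots per cell after agonist stimulation; plate controls were LPI-stimulated DMSO wells for no effect and DMSO wells without LPI for full effect; some results filed as inactive read as strong as hits; confirmed hits need IC50 under 10 µM and bright autofluorescent wells are also inconclusive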
NTR1 agonist: NTR1-driven beta-arrestin-GFP spot formation – imaging, U2OS cells, high content, primary screen (AID 493036). activation, % at 20 µM. actives 0.17% (n = 330,000). agonist mode. P30989;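 active = activation at or above 40% of the spot to cytoplasm intensity ratio, with at least 20 cells analyzed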;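 also: 0% = DMSO without peptide and 100% = 100 nM NTR1 peptide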
Target sequence (P30989 whole entry, looked up): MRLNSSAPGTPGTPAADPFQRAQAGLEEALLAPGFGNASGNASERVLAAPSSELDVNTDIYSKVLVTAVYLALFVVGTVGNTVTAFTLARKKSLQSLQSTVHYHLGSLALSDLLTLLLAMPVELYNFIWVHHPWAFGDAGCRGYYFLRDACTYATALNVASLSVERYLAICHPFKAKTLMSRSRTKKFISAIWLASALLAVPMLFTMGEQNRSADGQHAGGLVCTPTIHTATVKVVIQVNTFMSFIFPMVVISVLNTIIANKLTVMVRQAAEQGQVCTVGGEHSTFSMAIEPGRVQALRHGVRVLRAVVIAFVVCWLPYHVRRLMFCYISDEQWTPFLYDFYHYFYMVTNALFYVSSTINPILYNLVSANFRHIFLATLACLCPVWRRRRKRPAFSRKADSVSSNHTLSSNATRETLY
T cell modulator vesicle-bound %: second read-out of T cell modulator, no call of its own (marks repeat the call); double positive events, %; measured here: CD8+ vesicle-bound cell fraction;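 binding gate set so that unloaded-vesicle control wells show 10% double positive cells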
NTR1 agonist cell count 20 µM: recorded beside NTR1 agonist, whose call it bears; cell count; measured here: cell count, cytotoxicity flag
Myeloid diff 2 GFP+ MAC1+ %: also measured in Myeloid diff 2; calls as there; GFP+ MAC1+ double positive, %; measured here: differentiation confirmed by MAC1 staining
* marks the source's active call; other numbers are inactive results; i = inactive; . = no result given; [ ] = another dose, or the depositor's remark. Rule as the data show it, unless noted: active = inhibition above about 50%; inactive = the rest.

SMILES	HEK293 NOD2/NF-kB	Myeloid diff 2	Myeloid diff 2 GFP+ MAC1+ %	T cell modulator	T cell modulator vesicle-bound %	KOR beta-arrestin-1	KOR beta-arrestin-2	NOD1 NF-kB reporter	GPR55 beta-arrestin	GPR55 LPI antagonism	NTR1 agonist	NTR1 agonist cell count 20 µM
COc1ccc(S(=O)(=O)N2CCC(C(=O)NCCc3c[nH]c4ccccc34)CC2)cc1	-82%	.	.	i	52	-1%	-2.2%	-10%	-0.1%	1%	-0.6	53
CCc1ccc(CN2CCCC(C(=O)Nc3ccc(-c4cscn4)cc3)C2)o1 (stereo unspecified)	-8%	i	1.5	i	27	-33%	-2.6%	-15%	-0.1%	5%	2.0	73
Cc1ccc(N(CC(=O)Nc2ccccc2C(=O)N2CCOCC2)S(C)(=O)=O)cc1	-5%	i	0.7	i	44	-5%	-0.4%	-14%	0.5%	4%	0.3	78
COCCNC(=O)COc1ccc(C)cc1C(=O)c1cc(C#N)c(=O)n(C2CC2)c1	12%	i	0.6	i	32	8%	-1.6%	-24%	-0.4%	9%	1.9	43
CCCCn1c(N)c(N(CC)C(=O)c2ccccc2F)c(=O)[nH]c1=O	-12%	i	0.3	i	18	-50%	1.8%	-12%	-0.4%	8%	1.1	52
O=C(NCCCN1CCOCC1)NC12CC3CC(CC(C3)C1)C2	15%	i	0.5	i	11	-15%	.	-35%	-1.0%	3%	-0.5	33
Nc1nc(NCc2ccccc2)nc(Nc2cccc(F)c2)c1[N+](=O)[O-]	10%	i	0.7	i	55	-92%	1.4%	9%	0.0%	0%	1.7	74
COC(=O)C(CCSC)NC(=O)c1cc2c(n(-c3ccccc3)c1=O)CC(C)(C)CC2=O (stereo unspecified)	-1%	i	0.8	i	48	5%	-1.4%	-29%	0.4%	-1%	-0.5	46
CON(C)c1nc(OCCNC(=O)COc2ccc(Cl)cc2C)nc(N(C)C)n1	16%	i	1.2	i	46	26%	-2.0%	0%	0.3%	16%	-2.9	70
Cc1cc(C)n2nc(-c3ccco3)nc2n1	7%	i	0.6	i	29	12%	0.1%	-21%	0.1%	10%	-1.2	67
Cc1nn(C)c(C)c1N=Cc1c(O)ccc2ccccc12	9%	i	10	i	28	-2%	16%	-4%	-0.2%	-10%	4.0	47
CC1CCCC(C)N1CCCNC(=O)Cn1c(=O)c2cccn2c2cccnc21 (stereo unspecified)	10%	i	3.1	i	29	-35%	5.3%	29%	-0.4%	-14%	5.3	60
O=C(Nc1nc2ccccc2n1CCN1CCCCC1)C1CCCCC1	16%	i	1.0	i	17	.	.	10%	-0.1%	29%	1.2	72
CCSc1ncc(CO)c(N)n1	11%	i	1.1	i	18	10%	1.6%	-2%	-0.1%	8%	-0.8	43
COc1cc(-c2nnc(SCC3(c4ccccc4)OCCO3)o2)cc(OC)c1OC	10%	i	0.3	i	32	-61%	6.6%	26%	-0.1%	-8%	1.0	39
O=C1CN(C(=O)CNC(=O)c2ccc(Cl)cc2Cl)CCN1	5%	i	1.0	i	45	-6%	0.1%	-23%	-0.2%	12%	-0.6	53
CC(NC(=O)c1ccc(F)cc1)c1ccc(F)cc1 (stereo unspecified)	13%	i	0.2	i	41	-21%	0.7%	-11%	-0.1%	-4%	-0.1	51
O=C(c1ccc(Sc2ccccc2)c([N+](=O)[O-])c1)N1CCOCC1	12%	i	0.3	i	54	19%	-4.9%	-6%	-0.1%	12%	-1.8	93
CCN=C1SC(CC(=O)NC(N)=O)C(=O)N1CC (stereo unspecified)	6%	i	0.8	i	42	24%	0.3%	-10%	-0.1%	9%	-0.7	93
COCCNc1oc(-c2ccco2)nc1S(=O)(=O)c1ccccc1	5%	i	0.8	i	36	-23%	3.5%	-6%	-0.1%	8%	0.8	105
O=c1c(F)cn(C2CCCO2)c(=O)n1Cc1c(Cl)cccc1Cl (stereo unspecified)	14%	i	5.6	i	47	39%	-4.0%	2%	-0.1%	-9%	-0.9	51
Cc1ccc(C)c(C(=O)COC(=O)CCCC(=O)Nc2cc(C(F)(F)F)ccc2Cl)c1	8%	i	0.4	i	17	8%	-0.5%	-18%	-0.1%	-1%	1.2	55
O=C1c2ccccc2-c2c1cccc2C(=O)N1CCN(C(=O)c2ccco2)CC1	5%	i	0.7	i	16	9%	-1.8%	-4%	-0.1%	13%	-0.5	64
O=C(Nc1nnc(-c2ccccc2F)s1)Nc1ccccc1F	-14%	i	0.6	i	56	-19%[20 µM]	-3.2%	-24%	0.9%	2%	1.5	87
COc1cc(OC)c(C(=O)NNC(=S)NC2CCCCC2)cc1OC	7%	i	0.9	i	19	9%	1.6%	-17%	0.7%	5%	1.0	73
SMILES	HEK293 NOD2/NF-kB	Myeloid diff 2	Myeloid diff 2 GFP+ MAC1+ %	T cell modulator	T cell modulator vesicle-bound %	KOR beta-arrestin-1	KOR beta-arrestin-2	NOD1 NF-kB reporter	GPR55 beta-arrestin	GPR55 LPI antagonism	NTR1 agonist	NTR1 agonist cell count 20 µM
COc1cccc(NC(=O)Cn2c(-c3cncs3)nc3ccccc32)c1	10%	i	0.9	i	48	.	.	-18%	-0.2%	10%	-2.5	44
CC1CC(C)CN(S(=O)(=O)c2ccc(C(=O)NCCCn3ccnc3)cc2)C1 (stereo unspecified)	-8%	i	0.2	i	22	3%	-6.8%	-29%	-0.3%	0%	-0.2	83
Cc1cc2cc(CNC(=O)CCC(=O)O)ccc2n1C	1%	i	0.0	i	59	-18%	3.2%	5%	0.1%	6%	-0.6	72
O=S(=O)(NC1CC1)c1ccc(Cl)cc1F	0%	i	0.4	i	33	-12%	-3.8%	-31%	-0.3%	-6%	0.2	38
Cc1ccc(C)c(N2CCN(C(=O)CCC(=O)Nc3nnc(C(F)(F)F)s3)CC2)c1	16%	i	2.8	i	33	39%	-7.4%	3%	-0.1%	3%	1.3	60
CCOc1ccc(S(=O)(=O)N2CCC(C(=O)NCc3ccco3)CC2)cc1C	6%	i	0.2	i	29	3%	-2.0%	-20%	0.3%	-7%	-2.6	56
CC(C)(C)NC(=O)CSc1nc2ccc(NC(=O)CSc3nnnn3Cc3ccccc3)cc2s1	40%	i	1.5	i	22	-29%	0.6%	53%	-0.1%	0%	2.1	56
CC(=O)c1cc(C(=O)N2CCCC(C(=O)c3ccc(Cl)cc3)C2)cs1 (stereo unspecified)	-9%	i	0.9	i	35	-2%	15%	-11%	-0.1%	4%	-0.2	62
COc1cc(/C=C2\SC(=O)NC2=O)ccc1OCc1ccc(Cl)nc1	-41%	i	0.5	i	58	1%	-1.7%	-10%	0.0%	3%	0.5	55
Cc1ccc(C)c(NC(=S)N2C3CCCC2CC(NC(=O)C2CC2)C3)c1 (stereo unspecified)	-18%	i	1.8	i	38	-3%	-4.2%	-1%	-0.1%	-12%	0.1	48
CCOC(=O)c1cnc(Nc2ccc(OCC)cc2)nc1C	-7%	i	1.0	i	39	-37%	1.2%	-37%	-0.1%	5%	-1.1	64
CCCCCn1c(SCC#N)nc2cc(C(=O)NCC3CCCO3)ccc2c1=O (stereo unspecified)	24%	i	0.5	i	41	6%	1.1%	8%	-0.1%	6%	1.4	79
CCOC(=O)c1cnc(-n2nc(C)cc2C)nc1NNc1cc(-c2ccccc2)nc(C)n1	-3%	.	.	i	3	16%	-2.5%	-22%	0.4%	11%	6.3	66
N#Cc1ccccc1NC(=O)c1ccccc1OCC(=O)NCc1ccco1	-12%	i	1.2	.	.	15%	1.9%	-17%	-0.1%	-1%	0.3	70
Cc1ccccc1-n1nnnc1SCC(=O)Nc1ccc(S(=O)(=O)N2CCCC2)cc1	21%	i	0.4	i	48	31%	-1.5%	13%	-0.2%	9%	1.1	89
COc1c2ccccc2nc2ccccc12	12%	i	0.7	i	67	-5%	-1.0%	-8%	-0.1%	-6%	2.3	71
CCCCCCC(C)n1[nH]c(=O)c2c(C)cc(=O)[nH]c21 (stereo unspecified)	14%	i	1.7	i	41	9%	1.9%	4%	-0.1%	-7%	-1.1	73
Cc1cc(=O)oc2cc(OC(C)C(=O)Nc3ccc(N4CCOCC4)cc3)ccc12 (stereo unspecified)	-3%	i	1.3	i	1	-32%	4.4%	8%	0.5%	-6%	-0.8	50
OCC1(Cc2ccccc2)CCN(Cc2cnn(-c3ccccc3F)c2)CC1	5%	i	0.4	i	49	-31%[20 µM]	.	-20%	0.1%	3%	-1.4	67
Cc1cc(C(=O)CSc2nnc(-c3ccccc3)n2-c2ccccc2)c(C)n1-c1ncn[nH]1	15%	i	2.1	i	15	-30%	3.7%	25%	1.1%	-1%	10	67
CCSC1=C(C#N)C2(CCCCC2)C(C#N)=C(N)N1	11%	i	0.8	i	47	0%	-1.7%	6%	-0.1%	16%	1.0	73
CC1(C)Cc2c(sc(/N=C/N3CCOCC3)c2C#N)C(C)(C)N1	-4%	i	1.1	i	44	32%	-3.3%	-5%	0.0%	10%	-0.9	41
Cc1noc(C)c1CSCC(=O)OCC(=O)NC1CCCCC1	1%	i	0.4	i	41	-11%	-3.2%	-2%	-0.2%	16%	-0.8	69
Cc1ccc(/C=C2\SC(=S)N(CCCC(=O)Nc3ccc(O)cc3)C2=O)cc1	-24%	i	0.4	i	30	34%	.	5%	-0.1%	3%	3.7	57
Cc1nn(-c2ccccc2)nc1C(N)=O	-16%	i	0.3	i	10	-13%	-3.2%	-8%	-0.2%	-3%	0.3	55
COc1cn(-c2ccccc2)nc1C(=O)Nc1ccccc1	-41%	i	1.1	i	32	-21%	-0.9%	-6%	-0.2%	-2%	0.9	42
O=C(C1CCCN(Cc2ccc(Cl)cc2)C1)N1CCCCC1 (stereo unspecified)	-1%	i	0.8	i	56	38%	-5.7%	1%	0.0%	7%	4.3	83
Cc1cccc(Cn2c(N3CCc4ccccc4C3)nc3c2c(=O)[nH]c(=O)n3C)c1	18%	i	0.9	i	59	-33%	-1.7%	4%	0.0%	0%	0.6	43

Molecules above containing a CF3 group:
SMILES	HEK293 NOD2/NF-kB	Myeloid diff 2	Myeloid diff 2 GFP+ MAC1+ %	T cell modulator	T cell modulator vesicle-bound %	KOR beta-arrestin-1	KOR beta-arrestin-2	NOD1 NF-kB reporter	GPR55 beta-arrestin	GPR55 LPI antagonism	NTR1 agonist	NTR1 agonist cell count 20 µM
Cc1ccc(C)c(C(=O)COC(=O)CCCC(=O)Nc2cc(C(F)(F)F)ccc2Cl)c1	8%	i	0.4	i	17	8%	-0.5%	-18%	-0.1%	-1%	1.2	55
Cc1ccc(C)c(N2CCN(C(=O)CCC(=O)Nc3nnc(C(F)(F)F)s3)CC2)c1	16%	i	2.8	i	33	39%	-7.4%	3%	-0.1%	3%	1.3	60

Only part of the results is shown; count on the stated rates, not on these rows.
